# Screening results (PubChem)
# LMPTP block: LMPTP phosphatase inhibitors, primary screen, biochemical, fluorescence intensity, uHTS. recombinant LMPTP-A, OMFP fluorogenic substrate. inhibition, % at 20 µM. Low molecular weight phosphotyrosine protein phosphatase (Homo sapiens), P24666. 360,000 compounds, 0.22% hits;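 active = compounds that cut the enzyme signal by at least half of the control window in the single-dose screen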;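 also: plate controls were DMSO wells with enzyme plus substrate for no effect and substrate without enzyme for full effect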
# Target sequence (P24666 whole entry, looked up): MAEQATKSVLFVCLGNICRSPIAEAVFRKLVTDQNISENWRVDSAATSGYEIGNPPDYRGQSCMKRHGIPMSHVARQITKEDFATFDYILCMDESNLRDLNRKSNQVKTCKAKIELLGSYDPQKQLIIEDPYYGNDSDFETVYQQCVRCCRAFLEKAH
#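 Assay system: LMPTP-A phosphatase enzyme | Input: 0.625 nM enzyme | Also added: Fluorogenic phosphatase substrate OMFP at 400 µM final | Compound dosing: One test concentration per compound, 20 µM, with 3% DMSO overall | Schedule: 50 min enzyme reaction at room temperature, protected from light | Signal: Fluorescence intensity | Benchmarks: no-enzyme and uninhibited controls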
# SUMO1 PPI mod: modulators of SUMO1 protein-protein interactions, primary screen, biochemical, uHTS | inhibition, % at 20 µM | AID 602429, 2012 | SUMO1 binding to a labelled peptide, TR-FRET, 1 h | 360,000 compounds, 0.33% hits; in the data active = inhibition above about 37%
# Target sequence (P63165 whole entry, looked up): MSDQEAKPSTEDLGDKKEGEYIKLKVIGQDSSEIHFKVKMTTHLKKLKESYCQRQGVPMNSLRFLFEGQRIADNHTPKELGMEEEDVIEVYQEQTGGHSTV
# NadD inh: inhibitors of S. aureus NadD, primary screen, biochemical, colorimetric, uHTS. inhibition, % at 20 µM. 360,000 compounds, 0.78% hits. AID 602399, 2012. purified NadD enzyme, colorimetric absorbance read-out. Nicotinate-nucleotide adenylyltransferase NadD (Staphylococcus aureus N315); in the data active = inhibition above about 26%; also: some compounds past the cut are filed as inactive
# Scp1 inh: Scp-1 phosphatase inhibitors, primary screen, biochemical, colorimetric, uHTS. AID 493091, 2011. Recombinant Scp1, phosphopeptide, malachite green phosphate absorbance. Carboxy-terminal domain RNA polymerase II polypeptide A small phosphatase 1 (Homo …. inhibition, % at 20 µM. 340,000 compounds, 0.88% hits;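 active = inhibition above about 50% at 20 µM, limit read from the data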;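 also: plate controls were DMSO wells with enzyme for no effect and wells lacking enzyme for full effect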
# Target sequence (Q9GZU7 76-261 limits assumed): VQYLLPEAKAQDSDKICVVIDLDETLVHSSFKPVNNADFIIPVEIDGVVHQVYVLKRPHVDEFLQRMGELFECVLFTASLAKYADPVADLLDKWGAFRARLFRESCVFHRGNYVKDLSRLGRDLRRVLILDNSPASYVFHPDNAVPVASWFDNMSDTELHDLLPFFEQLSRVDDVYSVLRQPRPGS
#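 Incubation: 45 min enzyme reaction at room temperature / System: truncated SCP-1 phosphatase (76-261aa) / Reagent: Phospho 17-mer peptide substrate / Buffer or medium: Acidic Tris acetate buffer with magnesium and detergent / Signal: absorbance at 630 nm / Doses: one concentration, 20 µM, with 1.0% DMSO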
# MLLE-PAM2 inh: inhibitors of PABP1 MLLE–PAM2 peptide binding, primary screen, biochemical, fluorescence polarization, FITC-PAM2, GST-MLLE; inhibition, % at 20 µM; 360,000 compounds, 0.36% hits; Polyadenylate-binding protein 1 (Homo sapiens), P11940; in the data active = inhibition above about 35%, passing the limit was not always enough;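 also: plate controls were DMSO wells with GST-MLLE for no effect and wells lacking GST-MLLE protein for full effect; some results filed as inactive read as strong as hits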
# STEP inh: STEP phosphatase inhibitors, primary screen, biochemical, fluorescence intensity, uHTS | AID 588621, 2011 | inhibition, % at 20 µM | 360,000 compounds, 0.25% hits | recombinant STEP, OMFP fluorogenic substrate;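 active = inhibition at 20 µM, scaled per plate between control wells, above about 37%, limit read from the data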;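 also: 0% = DMSO with enzyme and substrate and 100% = substrate only without enzyme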
#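 System: STEP phosphatase, cell-free reaction; Buffer or medium: Bis-Tris pH 6.0 buffer with DTT, detergent; Incubation: 20 min at room temperature, dark; Measured by: fluorescence, 480/540 nm.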
# CSN inh: inhibitors of CSN-mediated cullin deneddylation, primary screen, biochemical, fluorescence polarization, uHTS; 360,000 compounds, 0.38% hits; Purified CSN, SCF-Nedd8-OG deneddylation; COP9 signalosome complex subunit 5 (Homo sapiens), Q92905; inhibition, % at 12.5 µM;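 active = pattern-corrected inhibition above about 35%, with an unprinted fluorescence ratio check between 0.5 and 1.5, limit read from the data, passing the limit was not always enough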;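 also: 0% = enzyme with substrate and 100% = substrate without enzyme; some results filed as inactive read as strong as hits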
# Target sequence (Q92905 whole entry, looked up, one chain of several): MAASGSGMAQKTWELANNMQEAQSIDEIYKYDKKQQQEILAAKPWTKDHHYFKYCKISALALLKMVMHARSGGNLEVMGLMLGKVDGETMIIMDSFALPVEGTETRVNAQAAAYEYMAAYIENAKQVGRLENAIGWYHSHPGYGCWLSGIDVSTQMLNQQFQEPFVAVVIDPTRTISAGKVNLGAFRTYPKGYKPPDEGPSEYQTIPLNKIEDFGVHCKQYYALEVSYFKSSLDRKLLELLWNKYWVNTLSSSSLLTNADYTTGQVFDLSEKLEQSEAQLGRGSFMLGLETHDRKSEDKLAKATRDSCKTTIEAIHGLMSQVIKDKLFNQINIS
#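 Schedule: reaction 90 min, room temperature / Assay system: HEK293T-derived human Csn5 enzyme / Input: Csn5 at 0.24 nM final / Measure: inhibition of Csn5 cleavage, % / Control set: substrate-only high control, full reaction low control / Technique: fluorescence polarization of the substrate / Buffer or medium: Tris/NaCl/DTT buffer, pH 7.5 / Reagent: SCFSkp2-Nedd8OG substrate at 10 nM final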
# TbMetRS inhib: T. brucei MetRS inhibitors, primary screen, biochemical, luminescence | inhibition, % at 11.9 µM | 360,000 compounds, 0.4% hits | methionyl-tRNA synthetase (Trypanosoma brucei brucei) | purified T. brucei MetRS, ATP depletion, Kinase-Glo luminescence;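 active = inhibition above a per-plate cutoff of the control wells' mean inhibition plus 3 SD, cut at about 5.5% in these data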;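 also: 0% = DMSO wells median and 100% = median of wells with control inhibitor compound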
#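 assay system = parasite MetRS enzyme | timing = 15 min preincubation, 2 h reaction, all 25 °C | evaluation = percent inhibition relative to median high and low control wells | medium = HEPES buffer containing pyrophosphatase, BSA, spermine, DTT | compound = single dose, 11.9 µM final nominal, 0.9% final DMSO | detection = Kinase-Glo luminescence, ATP depletion format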
# Rpn11 block: Rpn11 (PSMD14) deubiquitinase inhibitors, primary screen, biochemical, fluorescence polarization, uHTS; human 26S proteasome, Ub4-pepOG fluorescence polarization; 20S core pre-blocked with epoxomicin; calls only at 20 µM; 360,000 compounds, 0.59% hits;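 active = inhibition at 20 µM, scaled to each plate's controls, above about 33%, limit read from the data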
# DNMT1 block: human DNMT1 methyltransferase inhibitors, primary screen, biochemical, molecular beacon, fluorescence, HinP1I cleavage, uHTS. AID 588458, 2011. inhibition (reported as % activation of signal), % at 10 µM. 360,000 compounds, 0.83% hits. DNA (cytosine-5)-methyltransferase 1 (Homo sapiens), P26358; in the data active = inhibition above about 50%
# * hit, by the source's call; i = inactive; x = no result given.
nr	SMILES	LMPTP block	SUMO1 PPI mod	NadD inh	Scp1 inh	MLLE-PAM2 inh	STEP inh	CSN inh	TbMetRS inhib	Rpn11 block	DNMT1 block
1	CCN1CCN(CCNC(=O)c2ccc3c(c2)N(Cc2ccc(F)cc2)C(=O)c2ccccc2S3=O)CC1 (stereo not drawn)	-0.7	-7	-5	-8	1	-1	-7	-0.1	i	-1
2	CCOC(=O)c1ccccc1NC(=O)COC(=O)C1CCCC1	2.1	5	-5	-6	5	1	4	-0.2	i	1
3	CC1(NC(=O)CSc2nnc(-c3ccco3)n2Cc2ccccc2)CCS(=O)(=O)C1 (stereo not drawn)	-0.1	3	-2	6	-56	-2	3	-0.3	i	5
4	Cc1cc(CNC(=O)c2cc(-c3ccccc3)nc3ccccc23)nn1C	-1.2	-8	-3	-4	-1	-6	-4	0.5	i	0
5	S=C(Nc1ccccc1)Nc1nc2ccccc2n1CCOc1ccc(Br)cc1	0.0	-4	-2	-11	22	0	-9	3.1	i	-8
6	CN(CCc1cn[nH]c1)C(=O)CC1C(=O)NCCN1Cc1cccc(Oc2ccccc2)c1 (stereo not drawn)	-0.9	-1	6	-1	8	2	-11	-1.3	i	-14
7	C=CCn1c(O)c(CN2CCCCC2)c(C)c(C#N)c1=O	-1.0	1	-2	-12	29	1	-18	-0.6	i	-5
8	Cc1ccc(NC(=S)N2CCC(N(C)CC3CCCO3)CC2)cc1 (stereo not drawn)	-5.2	-2	2	6	-1	13	0	0.3	i	5
9	CCn1cc(Cl)c(C(=O)N2N=C(c3ccc4ccccc4c3)CC2c2ccccc2O)n1 (stereo not drawn)	1.6	18	35*	-7	-8	1	-7	-0.8	i	-2
10	Cc1noc(C)c1COC(=O)c1cc(=O)[nH]c2ccccc12	0.2	-7	-2	-2	8	-1	9	0.3	i	-7
11	Cc1ccc(S(=O)(=O)N2CCCCC2)cc1NC(=O)COC(=O)C1(C)CC1(Cl)Cl (stereo not drawn)	1.8	2	-10	-5	-6	0	-5	-0.3	i	1
12	C/C=C/c1cccc(-c2nc(C(=O)N3CCOCC3)cc3c2[C@H](CCO)N(C(=O)NC(C)C)C3)c1	-1.2	1	-5	x	x	x	-3	-1.1	x	x
13	N#C/C(=C(/O)CCl)c1nc(-c2ccccc2)cs1	1.7	6	5	-9	-27	2	16	0.5	i	-17
14	O=C(N/N=C/C(Cl)=C/c1ccccc1)c1ccccc1F	-0.3	-24	3	-4	-7	-2	-2	0.1	i	-1
15	CC(C)CNS(=O)(=O)c1cc(C(=O)OC2CCOC2=O)c(Cl)cc1Cl (stereo not drawn)	-1.1	1	-2	-5	-4	0	3	-0.4	i	-1
16	Cc1cc(O)c(/C=N/Nc2ccccc2Cl)c(=O)o1	-1.6	-1	-4	-18	8	1	4	0.1	i	1
17	O=C(CN1C(=O)c2ccccc2S1(=O)=O)Nc1ncc([N+](=O)[O-])s1	1.5	-6	0	2	30	1	4	0.0	i	0
18	CC(=O)c1ccc(NC(=S)NNC(=O)c2ccccc2[N+](=O)[O-])cc1	-0.5	-12	1	-8	3	-1	12	-0.7	i	0
19	Cc1ccc(S(=O)(=O)c2cc3ccccc3nc2N)cc1	-0.1	-2	-2	-5	-9	-2	5	-0.3	i	0
20	COc1ccc(C(=O)NC(=S)Nc2ccc(CN3CCOCC3)cc2)cc1Br	1.6	-1	-3	-5	22	4	1	-0.3	i	-7

# Quoted at random: three entries already listed
nr	SMILES	LMPTP block	SUMO1 PPI mod	NadD inh	Scp1 inh	MLLE-PAM2 inh	STEP inh	CSN inh	TbMetRS inhib	Rpn11 block	DNMT1 block
18	CC(=O)c1ccc(NC(=S)NNC(=O)c2ccccc2[N+](=O)[O-])cc1	-0.5	-12	1	-8	3	-1	12	-0.7	i	0
11	Cc1ccc(S(=O)(=O)N2CCCCC2)cc1NC(=O)COC(=O)C1(C)CC1(Cl)Cl (stereo not drawn)	1.8	2	-10	-5	-6	0	-5	-0.3	i	1
20	COc1ccc(C(=O)NC(=S)Nc2ccc(CN3CCOCC3)cc2)cc1Br	1.6	-1	-3	-5	22	4	1	-0.3	i	-7

# Next section
nr	SMILES	LMPTP block	SUMO1 PPI mod	NadD inh	Scp1 inh	MLLE-PAM2 inh	STEP inh	CSN inh	TbMetRS inhib	Rpn11 block	DNMT1 block
21	CN(Cc1c(C(=O)N/N=C/c2cc(F)ccc2F)nnn1-c1nonc1N)C1CCCCC1	0.3	3	11	-5	1	-2	2	0.0	i	9
22	O=C(Cn1cc(C(F)(F)F)cc(Cl)c1=O)Nc1ccc(N2CCOCC2)cc1	0.9	0	0	-5	2	-3	2	-0.2	i	1
23	CN1C2CCC1CC(NC(=O)c1ccc([N+](=O)[O-])cc1)C2 (stereo not drawn)	-1.2	-31	1	1	-11	-3	-3	-0.3	i	0
24	COc1ccc(CNC(=O)COc2ccc(F)cc2)cc1	-0.7	1	-7	-10	-2	-3	2	0.3	i	1
25	COc1cc(-c2c(C#N)c(N)nc3c2CCCC3)ccc1O	0.7	4	-2	-7	0	3	0	-0.6	i	-5
26	CCCCN(CC)CCNC(=O)Cn1cnc2sc(C)c(S(=O)(=O)N3CCC(C)CC3)c2c1=O	0.6	2	-6	-6	3	0	1	0.2	i	3
27	C=CCNC(=O)C1CC1(c1ccc(C)cc1)c1ccc(C)cc1 (stereo not drawn)	0.3	10	-4	-5	9	-2	0	-0.4	i	-4
28	COc1ccc(NCC(O)Cn2cnc3c2c(=O)n(C)c(=O)n3C)cc1 (stereo not drawn)	-1.4	4	-1	3	1	1	-4	-0.5	i	0
29	O=C(Nc1nc(-c2ccccc2)cs1)c1cccc([N+](=O)[O-])c1C(=O)O	0.4	-19	-4	-7	5	-4	-6	-1.4	i	2
30	O=C(Nc1ccc(-c2csnn2)cc1)C(Cl)(Cl)Cl	-0.6	3	-4	-11	-2	-5	0	0.1	i	1

# Ordered by molecular weight (descending): 4 of the compounds above.
nr	SMILES	LMPTP block	SUMO1 PPI mod	NadD inh	Scp1 inh	MLLE-PAM2 inh	STEP inh	CSN inh	TbMetRS inhib	Rpn11 block	DNMT1 block
26	CCCCN(CC)CCNC(=O)Cn1cnc2sc(C)c(S(=O)(=O)N3CCC(C)CC3)c2c1=O	0.6	2	-6	-6	3	0	1	0.2	i	3
22	O=C(Cn1cc(C(F)(F)F)cc(Cl)c1=O)Nc1ccc(N2CCOCC2)cc1	0.9	0	0	-5	2	-3	2	-0.2	i	1
28	COc1ccc(NCC(O)Cn2cnc3c2c(=O)n(C)c(=O)n3C)cc1 (stereo not drawn)	-1.4	4	-1	3	1	1	-4	-0.5	i	0
27	C=CCNC(=O)C1CC1(c1ccc(C)cc1)c1ccc(C)cc1 (stereo not drawn)	0.3	10	-4	-5	9	-2	0	-0.4	i	-4

# Next section
nr	SMILES	LMPTP block	SUMO1 PPI mod	NadD inh	Scp1 inh	MLLE-PAM2 inh	STEP inh	CSN inh	TbMetRS inhib	Rpn11 block	DNMT1 block
31	CCn1ccnc1CN(C)Cc1cn(-c2ccc(C)cc2)nc1-c1cccc(C)c1	0.5	3	-7	-3	-13	3	-6	-0.8	i	-4
32	CCCCN(C)C(=O)c1cn(-c2cccc(OC)c2)c(=O)c2ccccc12	-0.3	8	1	4	3	-2	-2	-0.3	i	-3
33	Cc1ccccc1NC(=O)c1c(C)nc(SCC(=O)OCc2ccccc2)c(C#N)c1-c1ccc(F)cc1	2.3	0	10	-10	0	-2	-2	0.3	i	-2
34	C[C@H](CO)N1C[C@H](C)[C@@H](CN(C)S(=O)(=O)c2ccc(C#N)cc2)OCc2cn(nn2)CCCC1=O	-0.4	1	3	x	-6	-2	7	-0.2	i	5
35	CCCn1c2ccc(F)cc2c2nnc(SCCN3CCOCC3)nc21	0.8	-23	1	-5	16	-2	2	-1.3	i	-1
36	Clc1cncc(Cl)c1NNc1c2ccccc2nc2ccccc12	0.6	4	5	2	21	-4	0	-0.9	i	8
37	CCCNC(=O)c1cc(C2CCCCN2C(=O)c2cc(F)ccc2C)on1 (stereo not drawn)	-0.8	-1	1	x	23	-1	3	-0.4	i	3
38	CCOC(=O)c1ccc(NC(=S)N(CCN2CCCCCC2)Cc2cccs2)cc1	1.7	2	-4	-1	-67	4	0	-0.7	i	1
39	CCc1ccc2nc(N=C(N)N)nc(C)c2c1	0.7	1	-6	-6	-7	2	0	-0.4	i	-2
40	CCCCCCCCCS(=O)(=O)Nc1cc(C)ccn1	-0.4	4	-5	0	-1	4	-16	-0.5	i	-5
41	Cc1cc(C)c(-n2c(O)c(C=NCCN3CCOCC3)c(=O)[nH]c2=O)c(C)c1	-2.5	1	6	-15	-3	-4	3	0.1	i	-2
42	CCc1nc(SCC(=O)Nc2ccc3c(c2)OCCO3)c2oc3ccccc3c2n1	-0.5	-36	3	-4	1	0	-3	1.2	i	26
43	O=C(CN(c1ccc(F)cc1)S(=O)(=O)c1ccc2c(c1)OCCO2)NCC1CCCO1 (stereo not drawn)	-1.3	-1	3	-2	9	-1	1	-0.1	i	0
44	Cc1cc(C(F)(F)F)n(-c2nc(C(=O)NN)cs2)n1	-0.3	-2	-2	-12	0	0	-3	0.0	i	1
45	O=C(Nc1nnc(-c2ccncc2)o1)c1cccc(N2C(=O)CCC2=O)c1	-0.7	5	5	-4	8	-1	-6	-1.5	i	2
46	COC(=O)C1CN(C(=O)c2ccc(OC(F)F)cc2)c2ccccc2O1 (stereo not drawn)	-0.2	4	-2	-1	-17	0	4	-0.8	i	-3
47	CC(=O)N1CCN(C(C(=O)Nc2c(C)cccc2C)c2cccc(F)c2)CC1 (stereo not drawn)	-1.7	0	x	x	x	x	-4	-0.6	x	x
